# Bioassay records as filed in PubChem BioAssay.
# CBFb-RUNX1 inh: CBF-beta/RUNX1 interaction disruption. Q01196+Q13951. AlphaScreen CBFb-His/RUNX1-biotin binding, biochemical. 230,000 tested, under 10 active. AID 1477. Potency, µM (series often up to 59.8 µM), inactives show at the top dose activity, negative = inhibition, usual class: inhibitors; note: % of control where 0% means no effect
# Target sequence (Q01196 whole entry, looked up): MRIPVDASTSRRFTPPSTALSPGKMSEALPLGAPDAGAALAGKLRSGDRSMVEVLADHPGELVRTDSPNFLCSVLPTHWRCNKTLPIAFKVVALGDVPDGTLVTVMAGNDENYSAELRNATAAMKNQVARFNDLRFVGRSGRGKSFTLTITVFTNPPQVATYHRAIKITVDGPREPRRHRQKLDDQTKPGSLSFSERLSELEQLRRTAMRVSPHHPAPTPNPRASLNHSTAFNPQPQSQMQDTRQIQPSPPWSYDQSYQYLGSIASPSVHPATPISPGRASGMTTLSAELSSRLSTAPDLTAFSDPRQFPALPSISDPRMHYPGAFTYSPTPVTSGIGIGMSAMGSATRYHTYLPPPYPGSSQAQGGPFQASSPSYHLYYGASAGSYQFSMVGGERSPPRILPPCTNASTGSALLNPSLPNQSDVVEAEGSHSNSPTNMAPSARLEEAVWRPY
# Target sequence (Q13951 whole entry, looked up): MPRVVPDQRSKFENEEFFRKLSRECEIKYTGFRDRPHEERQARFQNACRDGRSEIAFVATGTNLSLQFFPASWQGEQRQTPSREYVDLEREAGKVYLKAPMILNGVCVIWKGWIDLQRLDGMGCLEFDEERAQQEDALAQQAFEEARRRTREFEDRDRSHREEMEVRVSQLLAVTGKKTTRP
#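 Compounds were screened at multiple concentrations against a preformed CBF-beta(His)/RUNX1(biotin) complex (30 nM of each) for 15 min at room temperature, followed by 90 min with nickel and streptavidin beads and AlphaScreen reading.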
# HttQ103 aggreg: inhibitors of mutant huntingtin aggregate formation in PC12 cells; AID 1688; PC12 HttQ103-GFP aggregates, Acumen cytometry, 40 h; Potency, µM (highest dose often 46.1 µM), inactives show top-dose activity change, negative = inhibition, actives largely listed as inhibitors; 220,000 compounds, 1.1% hits; note: potency is the fitted concentration of half-maximal effect; % is set by controls: 0 for no effect and ±100 for the full control effect; nearly all actives have a fitted effect of over 60% in size
#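 PC12 cells stably carrying ecdysone-inducible HTT exon 1 Q103–GFP were induced with tebufenozide (100 nM final) and treated with library compounds in titration. GFP aggregates in lysates were counted by laser scanning cytometry.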
# IMPase Li inh: membrane-permeable IMPase blocker, potentiated with lithium; 210,000 compounds, 0.35% hits; Potency, µM (series often up to 59.4 µM), without a hit: at the highest dose activity, negative = IMPase inhibition, most hits filed as inhibitors; AID 1457; CHO-M1 cells, IP1 TR-FRET (IP-One), carbachol + lithium;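 note: IP1 builds up when IMPase is blocked and the TR-FRET signal falls; potency is the fitted concentration of half-maximal effect; plate controls were basal vehicle for no effect and high inhibitor control for full effect; nearly all actives have a fitted effect of over 50% in size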
#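 Concentration–response in CHO-M1 cells, lithium-potentiated; 30 min at 37C. IP1 detected by competitive TR-FRET after 10 min lysis at RT. Hill-fitted AC50.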
# NPSR antag: antagonists of human neuropeptide S receptor cAMP signaling; 220,000 compounds, 1% hits; Q6W5P4; Potency, µM (series often up to 38.3 µM), inactives show top-dose activity change, negative = inhibition, usual class: inhibitors; CHO-NPSR cells, cAMP TR-FRET, antagonist mode; note: potency is the fitted concentration of half-maximal effect; % is set by controls: 0 for no effect and ±100 for the full control effect; nearly all actives have a fitted effect of over 50% in size; many of its hits are not listed in these tables
# Target sequence (Q6W5P4 whole entry, looked up): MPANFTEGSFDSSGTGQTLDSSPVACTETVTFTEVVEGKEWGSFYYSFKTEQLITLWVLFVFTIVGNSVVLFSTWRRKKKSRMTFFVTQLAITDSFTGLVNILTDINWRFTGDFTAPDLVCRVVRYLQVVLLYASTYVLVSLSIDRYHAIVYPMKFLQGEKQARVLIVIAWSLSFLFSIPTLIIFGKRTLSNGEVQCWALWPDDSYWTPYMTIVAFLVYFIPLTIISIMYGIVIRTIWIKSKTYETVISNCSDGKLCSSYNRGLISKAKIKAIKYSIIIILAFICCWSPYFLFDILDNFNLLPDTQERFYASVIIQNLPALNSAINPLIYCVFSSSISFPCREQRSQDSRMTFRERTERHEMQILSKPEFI
# Epigenetic reg: derepresses silenced GFP reporter in murine cells; murine LDR cells, GFP reporter derepression, 30 h; Potency, µM (series often up to 53.9 µM), without a hit: at the highest dose GFP activation, hits mostly activators; 280,000 compounds, 0.2% hits; AID 1865; note: potency is the fitted concentration of half-maximal effect; % of control where 0% means no effect; nearly all actives have a fitted effect of over 60% in size
#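 Reporter derepression read as number of fluorescent GFP-positive objects, 20-120 um in size, counted by laser-scanning cytometer. Mouse LDR line with an epigenetically silenced CMV-GFP locus; compound incubation 30 h, 37 C.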
# LMNA splice mod: modulators of lamin A splicing. HeLa LMNA splicing GFP/RFP minigene ratio, 48 h. Potency, µM (top dose mostly 46.1 µM), for the others: at the top dose ratio change, negative = inhibition, usual class: inhibitors. 200,000 compounds, 0.01% hits; active = well fitted inhibition curve with a large enough effect in the signal ratio, with a control signal flat, not every such curve was filed as active; inconclusive = small, poorly fitted or top-dose-only effect, or effect the other way, or a change in a side signal; the % refers to the signal ratio; note: potency is the fitted concentration of half-maximal effect; % is set by controls: 0 for no effect and ±100 for the full control effect
#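 Read-out is the ratio of GFP to DsRed2 object intensity, acquired by 488 nm laser-scanning cytometry on HeLa lamin A-EGFP minigene reporter cells. Compound incubation 48 hrs at 37 °C in Opti-MEM with 2% FBS; DMSO 0.5% final.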
# Luc counter: blocks Kinase-Glo luciferase, a counter-screen artifact; Q27757; Kinase-Glo luciferase, ATP luminescence, 8 min; 200,000 compounds, 0.28% hits; AID 1379; Potency, µM (highest dose often 38.3 µM), for the others: top-dose activity change, negative = inhibition, hits mostly inhibitors; note: potency is the fitted concentration of half-maximal effect; % is set by controls: 0 for no effect and ±100 for the full control effect; nearly all actives have a fitted effect of over 60% in size
#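 Recombinant Kinase-Glo luciferase, 10 uM ATP (linear range), luciferin; imidazole pH 7.2 / KCl / MgCl2 / Tween / BSA buffer; 8 min RT; luminescence.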
# An asterisk follows results filed as active; u = inconclusive; x = not tested or not shown; [ ] = another dose, or the depositor's remark. Unless noted, calls come from the whole dose curve; as a rule, active = well fitted curve in the direction sought with a large enough effect; inconclusive = small, poorly fitted or top-dose-only effect, or another doubt; inactive = no such curve, though single readings can be large; an effect the other way counts as inactive or inconclusive. The list is partial; rates above refer to the full screens.
Molecule,CBFb-RUNX1 inh,HttQ103 aggreg,IMPase Li inh,NPSR antag,Epigenetic reg,LMNA splice mod,Luc counter
CC(C)(C)c1ccc(-c2nnc(NC(=O)c3ccccc3)s2)cc1,1%,-2%,3%[38.3 µM],-12%[46.1 µM],1.0%,4%,-1%
O=C(N=C1N=C2C=CC=CN2Cc2ccccc21)c1ccc(S(=O)(=O)N2CCOCC2)cc1,5%,4%,6%,-6%,-0.4%,u,-5%
Cc1ccc(C(=O)C2OC(=O)C(C)(C)C(=O)C2(C)C)cc1 (stereo not drawn),9%,-10%,20%[38.3 µM],-1%[46.1 µM],-1.0%,2%,0%
COC(=O)C(CCSC)NC(=O)CNS(=O)(=O)c1ccc(Cl)cc1 (stereo not drawn),-8%,16%,1%[38.3 µM],2%[46.1 µM],1.0%,0%,1%
CCOc1ccc(Cc2nnc(SCC(N)=O)n2C)cc1,1%,5%,22%[38.3 µM],9%[46.1 µM],0.0%,9%,0%
COC(=O)[C@@H]1CCCN1C(=O)[C@H]1C[C@@H]1[C@H](NC(=O)OCc1ccccc1)c1ccccc1,4%,x,-7%,x,-0.8%,x,2%
O=c1cc(NCc2ccco2)c2ccccc2o1,5%,-17%,8%[38.3 µM],-2%[46.1 µM],0.0%,0%,0%
Cc1cc(Cl)ccc1Oc1nc(-c2ccccc2)ncc1S(C)(=O)=O,21%,-4%,-21%,4%[46.1 µM],4.4%,-2%,6%
Cc1ccc(C)c(NC(=O)CSc2n[nH]c(-c3ccncc3)n2)c1,1%,-1%,0%[38.3 µM],-9%[46.1 µM],0.0%,13%,0%
COc1cc(NC(=O)CN2C(=O)C(c3ccccc3)=NC23CCCCCC3)cc(OC)c1,-4%,13%,-6%,-14%,-1.0%,u,5%

# Three neighbouring entries out of the list so far, for reference:
Molecule,CBFb-RUNX1 inh,HttQ103 aggreg,IMPase Li inh,NPSR antag,Epigenetic reg,LMNA splice mod,Luc counter
COC(=O)C(CCSC)NC(=O)CNS(=O)(=O)c1ccc(Cl)cc1 (stereo not drawn),-8%,16%,1%[38.3 µM],2%[46.1 µM],1.0%,0%,1%
CCOc1ccc(Cc2nnc(SCC(N)=O)n2C)cc1,1%,5%,22%[38.3 µM],9%[46.1 µM],0.0%,9%,0%
COC(=O)[C@@H]1CCCN1C(=O)[C@H]1C[C@@H]1[C@H](NC(=O)OCc1ccccc1)c1ccccc1,4%,x,-7%,x,-0.8%,x,2%

# (continued)
Molecule,CBFb-RUNX1 inh,HttQ103 aggreg,IMPase Li inh,NPSR antag,Epigenetic reg,LMNA splice mod,Luc counter
O=C(O)CSCCc1ccccn1,-4%,-3%[9.22 µM],6%[38.3 µM],-2%[46.1 µM],-0.5%,-2%,0%
S=c1[nH]cc(-c2ccccc2)[nH]1,14%,-20%[9.22 µM],x,15%,1.1%,x,x
c1ccc(Cn2ccnc2-c2ccco2)cc1,3%,-10%,-13%[38.3 µM],-4%[46.1 µM],-0.9%,-8%,-5%
CCOc1ccc(-n2c(C)c(C(=O)OC)c3cc(O)ccc32)cc1,u,u,x,-19%,1.1%,x,x
O=C1CN(C(=O)COc2ccccc2)CCN1,-7%,3%,6%,-2%[46.1 µM],7.0%,1%,0%
C=CCOC(=O)C(=O)/C=C/c1ccc2c(c1)Cc1ccccc1-2,-21%,22%[9.22 µM],4%,26%,-1.4%,x,x
Cc1c(N=C2SCC(=O)N2/N=C\c2ccc(Br)cc2)c(=O)n(-c2ccccc2)n1C,-7%,-3%,-2%,9%,0.0%,-14%,1%
N#CCCn1cc(C=C(C#N)C#N)c(-c2ccc(Cl)cc2)n1,-5%,7%,8%,-40%,-0.3%,x,4%
C=CCOC(=O)c1cc(-c2ccc(/C=C3\C(=O)NC(=O)C(C#N)=C3C)o2)ccc1Cl,u,-2%[9.22 µM],-3%[38.3 µM],-13%[46.1 µM],-0.2%,-8%,0%
Cc1csc(NC(=O)CCn2c(=O)oc3ccccc32)n1,-2%,-9%,-2%,0%,-1.0%,4%,2%
Clc1ncc(Cn2cccn2)s1,10%,14%,-2%,15%,0.9%,u,3%
CSc1ncccc1C(=O)OCC(=O)c1ccc2c(c1)NC(=O)CO2,-3%,-9%[9.22 µM],x,7%[7.67 µM],-0.4%,x,x
CC(O)[C@@H](N)C(=O)O (stereo partly drawn),20%,x,12%,x,0.0%,x,x
CCOc1ccc(/C=N/NC2=NCCCCC2)cc1,12%,-2%,0%,0%,1.1%,u,1%
O=C(NC12CC3CC(CC(C3)C1)C2)C1=COCCO1,5%,6%,-2%[38.3 µM],5%[46.1 µM],-0.2%,-4%,0%
CN(C)/C=C1/C(=O)Nc2ccccc21,-2%,-1%,8%[38.3 µM],-22%[46.1 µM],0.0%,-7%,0%
CC1(OC(=O)CCc2ccccc2)C(=O)C=C2C=C(c3ccc(C#N)cc3)N(C3CCCC3)C=C2C1=O (stereo not drawn),13%[13.1 µM],7%[9.22 µM],7%,-1%,4.8%,-8%[9.22 µM],-4%[7.66 µM]
CC1CC(C)(C)NC(=S)N1CCC(=O)N1CCc2ccccc21 (stereo not drawn),5%,-7%,-5%,-31%,4.5%,-1%[9.22 µM],0%
Cc1ccc(Cc2nc(-c3ccccn3)no2)cc1,1%,7%,-5%[38.3 µM],1%[46.1 µM],2.3%,8%,-7%
COc1cccc(-c2nc(NC(C)(C)C)c3ccccc3n2)c1O,0%,35µM*,x,u,-0.1%,u,x

# HttQ103 aggreg, hit marks shown above.
compound | CBFb-RUNX1 inh | HttQ103 aggreg | IMPase Li inh | NPSR antag | Epigenetic reg | LMNA splice mod
COc1cccc(-c2nc(NC(C)(C)C)c3ccccc3n2)c1O | 0% | 35µM* | x | u | -0.1% | u

# Remaining list, next part:
Molecule,CBFb-RUNX1 inh,HttQ103 aggreg,IMPase Li inh,NPSR antag,Epigenetic reg,LMNA splice mod,Luc counter
O=C(Nc1ccc(OCc2ccccc2)cc1)c1cccc([N+](=O)[O-])c1,-3%,6%,-5%,-2%,3.9%,u,-6%
COc1ccc(-c2noc(C3CCCN(C(=O)CCc4ccccc4)C3)n2)cc1 (stereo not drawn),7%,u,12%,-19%[46.1 µM],0.0%,u,-2%
O=S1(=O)CC(NCc2ccccc2)C(Nc2ccccc2)C1 (stereo not drawn),8%,11%,5%[38.3 µM],3%[46.1 µM],3.3%,-6%,2%
CN(NS(C)(=O)=O)c1ncc(C(F)(F)F)cc1Cl,24%,u,0%,5%,-4.1%,u,-3%
COc1cccc(N2CCN(Cc3nc(N)nc(N4CCCc5ccccc54)n3)CC2)c1,-20%,21%,26%[38.3 µM],-8%[46.1 µM],-1.0%,u,8%
CCCc1cc(=O)[nH]c(Nc2ccc(O)cc2)n1,-5%,9%,19%[38.3 µM],-4%[46.1 µM],-0.9%,0%,-4%
CCn1c2ccccc2c2nnc(SCC(=O)N(C)C3CCS(=O)(=O)C3)nc21 (stereo not drawn),5%,8%,4%,4%,3.4%,2%,-1%
CCN(Cc1ccccc1)C(=S)Nc1cc(C(=O)OC)ccc1C(=O)OC,2%,4%,5%,-21%,0.0%,u,1%
CC(C)(C)OC(=O)NCc1ccc(NC(=O)c2nc[nH]c2C(=O)N[C@@H](Cc2ccccc2)C(=O)OCc2ccccc2)cc1,-9%,-12%[9.22 µM],x,-22%,2.2%,x,x
Cc1c(C(=O)N2CCC(C)CC2)sc2ncnc(N3CCN(c4ccccc4)CC3)c12,6%,12%,0%,u,-0.9%,-6%,4%

# Part of the list above in order of heavy-atom count, ascending.
Molecule,CBFb-RUNX1 inh,HttQ103 aggreg,IMPase Li inh,NPSR antag,Epigenetic reg,LMNA splice mod,Luc counter
O=S1(=O)CC(NCc2ccccc2)C(Nc2ccccc2)C1 (stereo not drawn),8%,11%,5%[38.3 µM],3%[46.1 µM],3.3%,-6%,2%
CCN(Cc1ccccc1)C(=S)Nc1cc(C(=O)OC)ccc1C(=O)OC,2%,4%,5%,-21%,0.0%,u,1%
CC(C)(C)OC(=O)NCc1ccc(NC(=O)c2nc[nH]c2C(=O)N[C@@H](Cc2ccccc2)C(=O)OCc2ccccc2)cc1,-9%,-12%[9.22 µM],x,-22%,2.2%,x,x

# Further compounds
Molecule,CBFb-RUNX1 inh,HttQ103 aggreg,IMPase Li inh,NPSR antag,Epigenetic reg,LMNA splice mod,Luc counter
Cc1noc(C)c1C(=O)Nc1c(F)cc(F)cc1Br,0%,u,4%,-4%[46.1 µM],-1.1%,5%,1%
FC(F)(F)c1ccccc1NC(=S)N1CCN(c2ncccn2)CC1,6%,u,0%[38.3 µM],-3%[46.1 µM],0.8%,19%,-2%
CC(C)CCC(CC(C)O)C(=O)NNC(=S)Nc1ccccc1 (stereo not drawn),9%,13%[9.22 µM],x,5%,1.1%,x,x
COc1ccccc1NS(=O)(=O)c1cc(NC(=O)c2sccc2C)ccc1N1CCOCC1,-2%,26%[9.22 µM],x,-13%,-0.3%,x,x
CCOc1ccc(CCNC(=O)c2ccc3nc(N4CCOCC4)sc3c2)cc1OCC,4%,29%[9.22 µM],x,-4%,1.9%,x,x
O=C(CCc1ccccc1)c1c(O)cc(O)cc1O,3%,17%[9.22 µM],x,-17%,2.4%,x,x
Cc1ccc(N2CC(C(=O)NCCC(C)C)CC2=O)cc1 (stereo not drawn),5%,13%,-4%,15%[46.1 µM],6.0%,-14%,1%
CC(C)c1c(O)nc(SCC(=O)Nc2ccc3c(c2)CCC3)[nH]c1=O,-2%,-5%,-12%[38.3 µM],-24%[46.1 µM],-0.7%,u,0%
Cc1ccc2sc(C)[n+](CCCS(=O)(=O)[O-])c2c1,4%,6%,6%,20%,0.1%,3%[46 µM],-1%
Cc1cc(C)c(C(=O)COC(=O)CCNS(=O)(=O)c2c(Cl)cccc2Cl)cc1C,14%,-4%,-2%,1%,0.0%,-2%,5%
O=C(O)CCCCn1c(SCc2cc(=O)n3cc(Cl)ccc3n2)nc2ccsc2c1=O,9%,20%,-5%,-5%,-1.0%,-6%,0%
C/C(=N\OC(=O)c1ccc(Cl)c(Cl)c1)c1sc(C)nc1C,-2%,5%,9%[38.3 µM],-6%[46.1 µM],1.6%,11%,2%
CC(=O)c1cccc(NC(=O)CN(c2cccc(F)c2)S(C)(=O)=O)c1,10%,5%,11%[38.3 µM],-19%[46.1 µM],0.0%,9%,-6%
CC(C)C(=O)N1CCC2(CC1)Oc1ccc(F)cc1C(=O)C21CC(c2cccnc2)=NO1 (stereo not drawn),9%,-34%[9.22 µM],x,11%,0.5%,x,x
COC(=O)[C@@]1(Cc2ccccc2)[C@H]2c3cc(C(=O)N4CCCC4)n(Cc4cccc5ccccc45)c3C[C@H]2CN1C(=O)c1ccccc1,-13%,x,23%,x,-0.5%,x,2%
Cc1cc(Cl)ccc1OCC(=O)NCCCn1ccnc1,1%,3%,1%,7%,-3.0%,-4%,0%
